Source: PubChem (National Center for Advancing Translational Sciences (NCATS))
FUS yeast rescue – rescues growth of FUS-expressing yeast; S. cerevisiae FUS-expressing, growth rescue, OD600, 24 h; Potency, µM (top dose mostly 76.6 µM), without a hit: top-dose growth rescue (activation), usual class: activators; 390,000 compounds, 0.24% hits; AID 1347120;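 also: potency is read from the fitted curve at half-maximal effect; plate controls were DMSO vehicle for no effect and reference control for full effect; nearly all actives have a fitted effect of over 55% in size; some results filed as inactive show a strong effect at the top dose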
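Absorbance at 600 nm, taken 24hr after compound addition, measured rescue of FUS-yeast growth at 30C. Induction used 2% galactose with seeding at OD 0.005. Controls: CP55940 from 92uM final, DMSO only.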
Abeta yeast res – restores growth of yeast expressing A-beta42 peptide | AID 1347071 | 410,000 compounds, 0.063% hits | yeast expressing A-beta42, growth rescue, OD600, 48 h; response scale: 0% DMSO, 100% iron-clioquinol control | Potency, µM (titrated, usually from 46.1 µM), inactives show top-dose growth rescue, actives largely listed as activators; also: potency is read from the fitted curve at half-maximal effect; nearly all actives have a fitted effect of over 55% in size
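Yeast growth medium received pinned compounds, then yeast cells expressing toxic A-beta were added; plates incubated at 30 C for 48 hr. Growth read as absorbance at 600 nm, normalized to DMSO and equimolar FeCl3 plus clioquinol controls.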
EPAC2 ag – activates human EPAC2 exchange factor. EPAC2 activation, biochemical qHTS; response scale: 100% = 6.5 mM cAMP response. Q8WZA2. Potency, µM (highest dose often 154 µM), inactives show at the top dose activation, usual class: activators. 360,000 compounds, 0.079% hits; also: potency is read from the fitted curve at half-maximal effect; nearly all actives have a fitted effect of over 50% in size
Target sequence (Q8WZA2 whole entry, looked up): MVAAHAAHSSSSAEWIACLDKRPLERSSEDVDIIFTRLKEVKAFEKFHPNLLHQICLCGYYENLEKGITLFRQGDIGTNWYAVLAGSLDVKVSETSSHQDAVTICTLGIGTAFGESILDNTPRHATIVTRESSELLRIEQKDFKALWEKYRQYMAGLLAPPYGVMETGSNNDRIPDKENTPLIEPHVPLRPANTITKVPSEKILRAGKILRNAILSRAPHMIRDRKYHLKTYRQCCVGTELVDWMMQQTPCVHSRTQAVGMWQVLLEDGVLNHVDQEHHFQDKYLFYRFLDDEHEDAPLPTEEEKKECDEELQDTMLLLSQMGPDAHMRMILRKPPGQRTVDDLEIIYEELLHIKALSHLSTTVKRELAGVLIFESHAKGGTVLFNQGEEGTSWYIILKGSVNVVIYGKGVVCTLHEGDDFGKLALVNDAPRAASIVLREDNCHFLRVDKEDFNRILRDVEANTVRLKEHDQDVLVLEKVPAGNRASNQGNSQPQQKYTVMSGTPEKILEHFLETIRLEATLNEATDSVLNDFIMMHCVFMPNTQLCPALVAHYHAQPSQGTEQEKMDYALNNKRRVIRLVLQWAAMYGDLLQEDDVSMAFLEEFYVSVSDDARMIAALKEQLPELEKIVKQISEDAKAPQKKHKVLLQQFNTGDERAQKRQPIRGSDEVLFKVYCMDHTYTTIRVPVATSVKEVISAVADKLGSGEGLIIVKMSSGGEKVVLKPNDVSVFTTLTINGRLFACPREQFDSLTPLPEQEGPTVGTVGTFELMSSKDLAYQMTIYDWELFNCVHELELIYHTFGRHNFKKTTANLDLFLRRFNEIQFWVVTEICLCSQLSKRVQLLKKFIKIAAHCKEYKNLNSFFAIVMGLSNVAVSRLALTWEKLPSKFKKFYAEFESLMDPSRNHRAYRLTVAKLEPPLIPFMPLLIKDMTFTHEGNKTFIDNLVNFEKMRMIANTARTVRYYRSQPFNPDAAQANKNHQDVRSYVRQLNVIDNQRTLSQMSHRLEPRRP
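Compounds were added across a concentration range to EPAC2 (100 nM), RAP1B-BODIPY-GDP (250 nM) and GDP (50 uM). After 5 min at room temperature, fluorescence was recorded at 5-min intervals for 30 min.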
DRD3 agonist – D3 dopamine receptor (human) agonism | P35462 | D3R DiscoveRx beta-arrestin cells, luminescence, 90 min | max activation, % | 410,000 compounds, 0.58% hits | AID 652048; in the data active = max activation above about 30%; also: 0% is about no effect; mostly tested at two doses, the higher about 12 µM
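Cells at 1500/well, incubated overnight, then treated with pinned compounds (dopamine as control) for 90 min at 37 degrees C. DiscoveRx reagent added for 30 - 60 minutes at room temperature; luminescence read.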
TDP43 rescue – inhibitors of TDP-43 toxicity in yeast | AID 652104 | 410,000 compounds, 1.8% hits | TDP-43 expressing yeast growth rescue, BacTiter-Glo, 24 h | Potency, µM (top dose mostly 46.1 µM), inactives show at the top dose growth rescue (activation), hits mostly activators; also: potency is read from the fitted curve at half-maximal effect; % of control where 0% means no effect; nearly all actives have a fitted effect of over 50% in size
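Galactose-induced TDP-43 yeast, OD600=0.02, compound pinned; 24 hr, 30 deg C; BacTiter-Glo luminescence for growth. Inhibitors of TDP-43 toxicity read as activators.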
DRD3 antagonist – antagonists of human D3 dopamine receptor; AID 652054; max response, negative = inhibition, %; 360,000 compounds, 2.5% hits; D3R cells, DiscoveRx beta-arrestin luminescence, antagonist mode; active compounds read low; in the data active = max response below about -50%; inconclusive = no clear call, values can overlap the other calls; also: % is scaled to controls: 0 for no effect and ±100 for the full control effect; mostly tested at two doses, the higher about 12 µM
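Cells plated overnight at 1500 cells/well, then exposed to library compounds with dopamine controls for 90 minutes at 37 degrees C. DiscoveRx reagent added for 30–60 minutes at room temperature; luminescence read, quantitative HTS format.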
aSyn yeast inh – inhibitors of alpha-synuclein toxicity in yeast; Yeast expressing alpha-synuclein, growth rescue, BacTiter-Glo, 24 h; Potency, µM (top dose mostly 46.1 µM), without a hit: top-dose growth rescue (activation), actives largely listed as activators; 370,000 compounds, 0.14% hits; also: potency is read from the fitted curve at half-maximal effect; % of control where 0% means no effect; nearly all actives have a fitted effect of over 65% in size
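Rescue of yeast growth: cells expressing toxic alpha-synuclein, induced in galactose at OD600 0.02, incubated with compound 24 h at 30 C. ATP luminescence quantified growth; inhibitors of toxicity appear as activators.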
EPAC2 antag – blocks human EPAC2 exchange factor; Potency, µM (top dose mostly 114 µM), inactives show at the top dose activity, negative = inhibition, actives largely listed as inhibitors; EPAC2 GEF exchange of Rap1B-BODIPY-GDP, fluorescence; 360,000 compounds, 0.18% hits; Q8WZA2; also: potency is read from the fitted curve at half-maximal effect; % is scaled to controls: 0 for no effect and ±100 for the full control effect; nearly all actives have a fitted effect of over 45% in size; many of its hits are not listed in these tables
The depositor's hits bear a star; ? = inconclusive; · = not tested or not shown; & = joins results of further samples; [ ] = remark or other dose. Unless noted, calls follow the shape of the dose curve; as a rule, active = well fitted curve in the direction sought with a large enough effect; inconclusive = small, poorly fitted or top-dose-only effect, or another doubt; inactive = no such curve, though single readings can be large; an effect the other way counts as inactive or inconclusive.

SMILES	FUS yeast rescue	Abeta yeast res	EPAC2 ag	DRD3 agonist	TDP43 rescue	DRD3 antagonist	aSyn yeast inh	EPAC2 antag
COc1ccc(-c2c(C)cc3oc(=O)cc(-c4ccccc4)c3c2C)cc1F	-9.6%	6.5%	11.1%	6.0	7.5%	16.2	1.0%	-4.0%
CC1CCCC(C)N1CC(O)COC1CCC(C(C)(C)C)CC1 (stereo not given)	-16.2%	-6.8%	-3.8%	0.7	-19.4%	-12.3	-1.0%	0.5%
COc1ccc(-c2cc(C(F)(F)F)n3nc(C)c(-c4ccccc4)c3n2)cc1OC	1.6%	-2.2%	·	0.8	24.8%	·	·	·
CC(C)CC(NC(=O)c1ccccc1)C(=O)OCC(=O)Nc1ccc(Br)cn1 (stereo not given)	11.3%	6.7%	9.3%	2.7	-6.2%	-13.6	5.9%	-11.9%
Nc1c([N+](=O)[O-])cc2c3c(cccc13)CC2	11.7%	-14.1%	1.3%	-7.2	0.9%	-73.5*	15.6%	0.7%
NC(=O)c1nsc(C(=O)N(Cc2ccco2)C(C(=O)NC2CCCC2)c2ccc(O)cc2)c1N (stereo not given)	25.1%	-19.5%	-1.8%	-14.2	-14.6%	-3.7	-0.5%	1.5%
CC1(C(=O)NCc2ccccc2Br)CCN1Cc1ccc(-c2ccccc2)o1 (stereo not given)	20.4%	-15.8%	19.6%	-0.6	1.9%	-8.7	?	-3.7%
COc1ccc(CNCCC(c2ccccc2)c2ccc(OC(C)C)cc2)cc1OC (stereo not given)	28.8%	17.9%	0.4%	-23.9	1.5%	6.5	-6.7%	-10.8%
CC1(C)CC(=O)C2=C(C1)Nc1ncnn1C2c1cccs1 (stereo not given)	-7.8%	3.1%	6.5%	-0.8	-13.7%	-14.0	-1.0%	5.8%
Oc1cccc(Nc2nc(O)c(/C=C3\C=Nc4ccccc43)s2)c1	43.8%	-10.8%	23.1%	-2.9	-20.4%	?	-2.9%	22.3%
COc1ccc(CNc2ncnc3c2nnn3C)cc1	11.5%	-4.4%	·	-8.9	?	·	·	·
Cc1ccc(NCC(=O)N/N=C/c2cccc(Br)c2)cc1	-22.3%	9.8%	-2.9%	-1.5	7.3%	-18.8	-1.3%	2.3%
COC(=O)CP(=O)(c1ccccc1)c1ccccc1	-25.0%	-1.7%	-19.7%	-11.3	-11.0%	-0.6	-2.7%	-11.3%[57.1 µM]
CCOC(=O)C1CCN(c2ccc(Cl)nn2)CC1	0.8%	-1.2%	10.6%	11.9	-13.1%	-0.1	-9.6%	5.3%
COc1ccc(CN(CC(=O)NCCc2ccccc2)C(=O)CCC(=O)Nc2cc(C)ccn2)cc1	-3.1%	3.4%	-0.2%	-1.1	12.5%	1.2	-0.4%	0.0%
c1ccc2c(c1)OCC(CNc1ncnc3sccc13)O2 (stereo not given)	10.5%	20.9%	16.4%	3.4	20µM*	-2.0	11.9%	1.9%
CC(=O)NC(c1ccc(F)c(F)c1)c1nc(-c2cccs2)cs1 (stereo not given)	-16.1%	5.0%	-4.2%	10.1	0.0%	8.2	1.4%	-29.7%
CC(NC(=O)c1cccc(N2CCCC2=O)c1)c1ccc2c(c1)OCCO2 (stereo not given)	17.4%	11.0%	8.1%	0.1	13.7%	53.3	6.7%	11.0%
Cc1cc(/C=C(\C#N)C(=O)O)c(C)n1CCC(C)C	18.3%	6.0%	-1.7%	-8.3	-16.5%	1.4	-1.1%	-10.0%
CCOC(=O)N(C)c1c(CC)nc2c(OCc3ccccc3OC)cccn12	-5.0%	-13.1%	-2.5%	-2.0	-2.6%	-9.9	-6.7%	1.8%
CCOc1ccc(OCCC(=O)Nc2ccc(N3CCOCC3)cc2N2CCOCC2)cc1	-2.2%	6.1%	2.5%	3.6	8.7%	0.2	1.1%	-6.2%
CCC(=O)Nc1ccc(/C=C(\C(C)=O)C(=O)c2ccccc2)cc1	7.0%	-0.9%	6.3%	-1.5	8.6%	-26.0	3.4%	-7.1%
CCC(=O)O[C@]1(C(=O)CCl)[C@@H](C)C[C@H]2[C@@H]3CCC4=CC(=O)C=C[C@]4(C)[C@@]3(F)[C@@H](O)C[C@@]21C	30.0%	3.5%	3.9%	6.5&-13.6	22.7%	-12.3	1.8%	-19.0%
CCCCc1nc2cc(C(=O)NCCc3c(C)n[nH]c3C)ccc2o1	10.6%	-13.7%	5.0%	6.0	23.9%	8.7	0.0%	13.5%
CCC(C)[C@H](NC(=O)NC1CCCc2ccccc21)C(=O)O (stereo not given in full)	23.6%	-0.3%	17.1%	10.2	-21.0%	7.5	-1.8%	-1.5%

Reprinted from the part before: 5 compounds; new compounds follow.
SMILES	FUS yeast rescue	Abeta yeast res	EPAC2 ag	DRD3 agonist	TDP43 rescue	DRD3 antagonist	aSyn yeast inh	EPAC2 antag
CCOc1ccc(OCCC(=O)Nc2ccc(N3CCOCC3)cc2N2CCOCC2)cc1	-2.2%	6.1%	2.5%	3.6	8.7%	0.2	1.1%	-6.2%
CCC(=O)Nc1ccc(/C=C(\C(C)=O)C(=O)c2ccccc2)cc1	7.0%	-0.9%	6.3%	-1.5	8.6%	-26.0	3.4%	-7.1%
CCC(=O)O[C@]1(C(=O)CCl)[C@@H](C)C[C@H]2[C@@H]3CCC4=CC(=O)C=C[C@]4(C)[C@@]3(F)[C@@H](O)C[C@@]21C	30.0%	3.5%	3.9%	6.5&-13.6	22.7%	-12.3	1.8%	-19.0%
CCCCc1nc2cc(C(=O)NCCc3c(C)n[nH]c3C)ccc2o1	10.6%	-13.7%	5.0%	6.0	23.9%	8.7	0.0%	13.5%
CCC(C)[C@H](NC(=O)NC1CCCc2ccccc21)C(=O)O (stereo not given in full)	23.6%	-0.3%	17.1%	10.2	-21.0%	7.5	-1.8%	-1.5%
O=C(NCc1ccco1)C(c1ccccc1)N(CC1CCCO1)C(=O)Cn1nnc2ccccc21 (stereo not given)	·	-0.8%	-1.7%	0.6	23.1%	-8.8	4.8%	2.2%
Cc1ccc(OCC(=O)O/N=C(\N)c2ccncc2)c(C)c1	6.7%	8.6%	7.5%	26.0	22.7%	16.3	0.8%	-13.2%
Cc1cccc(NC(=O)CSCC(=O)Nc2ccc(S(=O)(=O)N3CCCCC3)cc2)c1	16.8%	2.5%	2.4%	-4.5	-3.1%	9.7	0.3%	-6.2%
CCCCN1C(=O)CCC(C(=O)O)C1c1ccc([N+](=O)[O-])cc1 (stereo not given)	-2.7%	11.6%	5.1%	22.4	-3.3%	3.7	-3.6%	3.1%
COc1cc2[nH]c(=O)n(CCCCCC(=O)NCCCN3CCC(C)CC3)c(=O)c2cc1OC	16.2%	-12.5%	-0.3%	2.9	5.7%	-15.6	-3.4%	-2.4%
CCOC(=O)CCCNC(=O)COC(=O)c1cc(C)cc(C)c1	5.9%	7.6%	2.5%	0.1	6.0%	0.0	1.1%	-0.7%
O=C(CSc1nc(O)cc(=O)[nH]1)Nc1ccc2c(c1)CCC2	38.7%	15.2%	12.3%	1.0	16.1%	19.4	-2.1%	0.6%
CC(=O)NCCNC(=O)c1cccc(NS(=O)(=O)c2ccc3c(c2)OCCO3)c1	-3.0%	5.9%	2.5%	-17.4	-2.5%	-7.2	-8.8%	7.4%
Cc1nnc(NC(=O)c2ccc3ccccc3c2)o1	0.3%	15.8µM*	7.6%	-7.4	?	?	?	-2.2%
COCC(=O)N(c1ccccc1)C(C)C(=O)OC (stereo not given)	-17.3%	-10.0%	4.6%	3.3	-0.6%	1.0	9.3%	0.8%[57.1 µM]
CN1C(=O)C(O)(CC(=O)/C=C\c2ccc3c(c2)OCO3)c2ccccc21 (stereo not given)	-8.8%	-7.1%	-5.6%	4.8	11.9%	-6.3	8.9%	-2.3%
O=C1C=CC(=O)N1CCNc1ncc(C(F)(F)F)cc1Cl	-2.1%	-93.3%[inhibitor]	8.5%	-12.2	-94.7%[inhibitor]	-112.6*	-72.9%[inhibitor]	-3.6%
O=C(CN1CCCCC1)Nc1ccccc1C(=O)NC1CC1	-11.4%	5.6%	-2.3%	-0.4	9.5%	18.3	-1.3%	-8.6%
COc1cccc(CC(=O)Nn2c(C)nc3ccccc3c2=O)c1	-7.4%	14.1%	9.8%	-1.4	-3.8%	7.9	0.0%	-0.5%
Cc1cc2nccc(-c3cccnc3)n2n1	-6.8%	-7.8%	20.0%	3.4	-0.8%	5.4	5.0%	0.2%
CCc1ccc(NC(=O)CCS(=O)(=O)c2ccc3c(c2)oc(=O)n3C)cc1	5.9%	-5.8%	·	5.3	17.0%	·	·	·
O=C(O)C1CC=CCC1C(=O)NCCc1ccccc1 (stereo not given)	5.7%	-6.1%	-8.5%	2.8	4.1%	15.6	-0.7%	-6.6%
COc1ccc(NC2CCCN(C(=O)CCC3=NNC(=O)CC3)C2)cc1 (stereo not given)	1.9%	-15.5%	-3.2%	1.7	4.2%	0.2	3.0%	11.0%
O=C(CCc1ccccc1)Nc1cc(NC(=O)CCc2ccccc2)cc(C(=O)O)c1	16.3%	9.2%	5.3%	-4.4	-17.7%[0.397 µM]	0.3	1.7%	5.7%
CCOC(=O)N1CCN(Cc2nc3cc(NC(=O)CC)ccc3n2C(C)C)CC1	-5.2%	-10.9%	·	-8.8	-6.8%	·	·	·
Cc1cccc[n+]1C1C(c2ccc([N+](=O)[O-])cc2)C(C#N)=C(C(=C=[N-])C#N)NC1(O)C1CC1 (stereo not given)	26.5%	-7.1%	-8.3%	0.8	-2.1%	-3.4	-1.3%	6.6%
COc1ccc(NC(=O)c2oc3ccccc3c2NC(=O)C2CC2)cc1	28.9%	0.0%	-2.0%	-20.3	-15.3%	-4.2	-1.0%	0.8%
O=S(=O)(NC(=S)NC1CCCCC1)c1ccc(Br)cc1	19.6%	2.6%	13.4%	-5.9	20µM*	-17.9	11.4%	-1.9%
Cc1nc2c(OCc3ccc(C(F)(F)F)cc3)cccn2c1N(C)C(=O)CCC1CCCC1	22.4µM*	-65.7%[inhibitor]	-4.5%	1.4	-74.9%[inhibitor]	5.4	-41.2%[inhibitor]	?
O=C(c1ccccc1)c1ccccc1N1C(=O)C=CC1=O	-6.8%	-93.4%[inhibitor]	14.6%	-17.9	?	?	-79.6%[inhibitor]	-4.6%

An excerpt; the hit share may differ from the screen's.
